TbREL1 primary – TbREL1 inhibition, primary screen; P86926; TbREL1 RNA ligation, FRET fluorescence; inhibition, % at 9.66 µM; actives 0.49% (n = 89,000); AID 1117264;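 active = inhibition above the mean inhibition across all screened compounds plus 3 SD, cut at about 11% in these data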;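 note: 0% = plate median of test wells and 100% = NSC42067 control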
Target sequence (P86926 whole entry, looked up): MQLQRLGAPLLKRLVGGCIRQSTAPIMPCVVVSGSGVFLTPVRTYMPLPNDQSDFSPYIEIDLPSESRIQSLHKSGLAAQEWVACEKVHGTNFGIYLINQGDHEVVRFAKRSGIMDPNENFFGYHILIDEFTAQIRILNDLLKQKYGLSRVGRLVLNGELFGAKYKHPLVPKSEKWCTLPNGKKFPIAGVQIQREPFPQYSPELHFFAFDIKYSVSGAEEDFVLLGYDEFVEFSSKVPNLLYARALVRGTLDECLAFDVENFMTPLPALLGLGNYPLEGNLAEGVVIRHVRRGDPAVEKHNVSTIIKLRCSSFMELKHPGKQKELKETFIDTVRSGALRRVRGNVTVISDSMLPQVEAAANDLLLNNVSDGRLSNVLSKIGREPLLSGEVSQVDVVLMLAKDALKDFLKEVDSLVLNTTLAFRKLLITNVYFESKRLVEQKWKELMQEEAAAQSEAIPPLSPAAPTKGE
An asterisk follows results filed as active. These rows are one share of the data; the hit share may differ from the screen's.

SMILES	TbREL1 primary
N/C(=N\OC(=O)c1cc(Br)ccc1Cl)c1cccnc1	3.1
Cc1cccc(-n2ncc3c(NCc4ccc5c(c4)OCO5)ncnc32)c1	2.5
O=C1C=C(c2ccc(C(=O)O)cc2)C[C@@H](c2ccc3c(c2)OCO3)C1	-0.9
COCC1CCN(C(=O)c2ccc3oc(Cc4ccc(Cl)cc4)nc3c2)C1 (stereo unspecified)	-0.7
COc1ccc(C(=O)Nc2ccc(Oc3ncnc4sc(-c5ccccc5)cc34)cc2)cc1OC	-1.8
CC(C)C[C@H](NC(=O)c1[nH]cnc1C(=O)N[C@@H](Cc1ccccc1)C(=O)OCc1ccccc1)C(=O)OC(C)(C)C	4.3
CCSc1nnc(SCC(=O)N2CCN(C(=O)c3ccco3)CC2)s1	0.4
CCOC(=O)C1CCN(c2nc3ccccc3nc2C(C#N)C(=O)OC(C)COC)CC1 (stereo unspecified)	-1.8
Cc1ccnc(NC(=O)c2ccc([N+](=O)[O-])s2)c1	2.0
Cc1ccc2c(c1)[nH]c1c(=O)n(CCCN3CCOCC3)cnc12	-5.1
CN(C)c1ccc(CNn2cnnc2)cc1	-4.5
CCN(CC)CCNC(=O)c1ccc(CS(=O)(=O)c2ccc(Br)cc2)o1	-1.4
Nc1nc(N2CCOCC2)nc(N(c2ccccc2)c2ccccc2)n1	-1.5
CCOc1ccc(C(=O)COC(=O)Cn2cnc3c2c(=O)n(C)c(=O)n3C)cc1	1.8
O=S(=O)(NC1CCC(NS(=O)(=O)c2c(F)cccc2F)CC1)c1ccc2c(c1)OCCO2 (stereo unspecified)	-0.8
CCOc1ccc(CNC(=O)CCCc2cn(C)c3ccccc23)cc1OC	-5.6
CCC(C)NC(=O)c1ccc(CS(=O)(=O)Cc2ccc(Cl)cc2)o1 (stereo unspecified)	4.5
CCOc1cc(-c2noc(CCC(=O)NCC3CCCO3)n2)ccc1OC (stereo unspecified)	-3.5
COc1ccc(/C=C/C(=O)NCCc2nc3ccccc3[nH]2)cc1	-2.0
COc1cc(C)c(S(=O)(=O)N2CCN(C)CC2)cc1C	0.8
CC(C)=CCC/C(C)=C/C=N/NC(=O)c1ccc([N+](=O)[O-])cc1	-4.1
CCC(C)(C)NC(=O)C(Sc1ccccc1)c1ccccc1 (stereo unspecified)	0.1
COc1ccc(N2C(=O)NC(NC(=O)c3cccnc3)(C(F)(F)F)C2=O)cc1 (stereo unspecified)	-2.3
CCN(CC)C(=O)c1cc2c(=O)n3cccc(C)c3nc2n1C	7.8
COc1ccc([C@H]2CC(=O)C=C(c3ccc4ccccc4c3)C2)cc1OC	-0.7
Other records
SMILES	TbREL1 primary
CC(C)c1c(Cl)c(O)c(-c2ccccc2)c(=O)n1-c1ccc(F)cc1	16.6*
Cn1c(SCC(=O)Nc2ccc(F)cc2)nnc1C1CC1	-1.9
Cc1ccc(C(=O)Nc2ccc(-c3csc(C)n3)cc2)cc1	5.0
O=C1C(Cc2ccccc2)Nc2ncnc(N3CCN(c4ccccc4)CC3)c2N1Cc1ccc(Br)cc1 (stereo unspecified)	-2.0
Cc1ccc(OCCCn2cc(C#N)c3ccccc32)cc1	4.2
O=C(Nc1cc(Cl)ccc1-n1cncn1)c1ccccc1OC(F)F	0.5
COc1cccc(-n2c(=O)[nH]cc(C(=O)Nc3ccc(NC(C)=O)cc3)c2=O)c1	4.0
CC(=O)N1CCc2cc(S(=O)(=O)NCCC(=O)N3CCCC3)ccc21	3.0
COP(=O)(O)C(C)NC(=O)OCc1ccccc1 (stereo unspecified)	1.1
CN(C)CCCN(C(=O)c1sc2ccccc2c1Cl)c1nc2ccc(F)cc2s1	3.5
COc1ccc(C(=O)/C=C/N(C)C)cc1OC	-3.5
COCCN(C(=O)COc1ccccc1C#N)c1c(N)n(Cc2ccccc2)c(=O)[nH]c1=O	-2.6
Cc1cccc(C)c1NS(=O)(=O)c1cc2c3c(c1)CCN3C(=O)CC2	-2.8
Cc1ccc2c(c1)nnn2C1CCN(S(=O)(=O)c2cccc(S(=O)(=O)N(C)C)c2)CC1	-1.0
CC(C)[C@H](NC(=O)OC(C)(C)C)c1cc(C(=O)N(C)CCN(C)C)c(N)s1	-5.5
Cc1ccc(-c2cc(C(=O)Nc3ccccc3C)c3ccccc3n2)o1	5.4
Cc1ccc(OCC(=O)Nc2oc(-c3ccccc3)c(-c3ccccc3)c2C#N)cc1	-0.9
CCOc1cc(-c2nc(C)c(C(C)=O)n2O)ccc1OCC(=O)Nc1ccc(F)cc1	-5.0
Cc1cc(O)c(C(C)C)cc1NC(=O)c1cccc(Cl)c1	-1.2
Cc1ccc(S(=O)(=O)N(C)C)cc1NC(=O)COC(=O)CN1C(=O)c2ccccc2C1=O	2.0
CC(=O)N1CSCC1C(=O)N1CCN(c2ccc(N3CCOCC3)nn2)CC1 (stereo unspecified)	-1.6
CCOC(=O)C1(C)NC(c2ccco2)C2C(=O)N(c3ccc(C)cc3)C(=O)C21 (stereo unspecified)	1.1
COc1ccc(CNC(C)C2COc3ccccc3O2)c(OC)c1 (stereo unspecified)	3.2
COc1ccc(-c2csc(NC(=O)CSc3nc(C)cs3)n2)cc1	3.9
O=C(c1ccc2nc(Cc3cccc(Cl)c3)oc2c1)N1CCC(CO)CC1	-2.6
The list goes on.
SMILES	TbREL1 primary
Cc1ccc(-n2c(N)c(C#N)c(-c3ccccc3)c(C#N)c2=O)cc1	0.1
CN(C)CC1CCCCC1OC(=O)c1ccc(S(=O)(=O)N(C)c2ccccc2)cc1 (stereo unspecified)	8.5
CC1(C(=O)N/N=C/c2ccc([N+](=O)[O-])o2)CC1(Br)Br (stereo unspecified)	-1.4
COCCNC(=O)C(C)Oc1ccc(Cl)cc1Cl (stereo unspecified)	-2.1
Cc1cccc(N2N=C(C(=O)N3CC(=O)Nc4ccccc43)CCC2=O)c1	-0.6
O=[N+]([O-])c1cc([N+](=O)[O-])c(Oc2cc(F)cc(F)c2F)cc1NN1CCCCC1	6.3
Cc1ccc(NC(=O)COC(=O)CC2CCCC2)cc1F	-1.5
Cc1ccc2[nH]c3c(=O)n(Cc4ccccn4)cnc3c2c1	2.1
Cc1nnc(SC2CC(=O)N(c3ccccc3)C2=O)s1 (stereo unspecified)	7.4
Cc1ccc(Cn2c(C)c(C(=O)NCC(C)C)sc2=O)cc1	-3.5
C/C(=N\NC(=O)Cc1ccc([N+](=O)[O-])cc1)c1cccnc1	1.9
Cc1ccc(NC(=O)CN(C)C(=O)c2ccc(NS(=O)(=O)c3cccc([N+](=O)[O-])c3)cc2)cc1	-2.0
Cc1ccc(NC(=O)C(C)N2C(=O)c3ccccc3C2=O)cc1S(=O)(=O)N1CCOCC1 (stereo unspecified)	-1.1
CCCNC(=O)C(Cc1ccccc1F)NC(=O)c1ccccn1 (stereo unspecified)	-2.8
O=C(CCCCCBr)N1CCC(CC2CC(c3ccc(Cl)cc3)=NO2)(C(=O)NCC2CCCCC2)CC1 (stereo unspecified)	0.5
COc1cccc(C2=CC(=O)C[C@H](c3ccc(F)cc3)C2)c1	0.4
CC(NC(=O)CN(C)CC(=O)Nc1cccc(F)c1)c1ccccc1 (stereo unspecified)	-0.7
COc1ccc(/C=C(\NC(=O)c2ccc(C)cc2)C(=O)NCCN2CCOCC2)cc1	2.0
CCOc1c2ccc(C(=O)N[C@H](C)C3CCCCC3)cc2nn1CCOC	4.7
Cc1noc(C)c1C(=O)Nc1ccc(F)c(F)c1	1.2
CCCCN(CCCNC(=O)C1CCN(S(=O)(=O)N2CCOCC2)CC1)Cc1ccccc1	-1.1
Cc1ccc(CN2CCN(/N=C/c3cc([N+](=O)[O-])ccc3Cl)CC2)cc1	6.5
O=C1CCCC2=C1C(O)(C(F)(F)F)C(=O)N2Cc1ccccc1 (stereo unspecified)	5.1
COc1ccc(S(=O)(=O)Nc2ccccc2C(=O)N2CCOCC2)cc1OC	-1.4
O=C(Cn1cncn1)N/N=C/c1ccccc1O	6.0

Structures listed so far with an NH in an aromatic ring (six):
SMILES	TbREL1 primary
CC(C)C[C@H](NC(=O)c1[nH]cnc1C(=O)N[C@@H](Cc1ccccc1)C(=O)OCc1ccccc1)C(=O)OC(C)(C)C	4.3
Cc1ccc2c(c1)[nH]c1c(=O)n(CCCN3CCOCC3)cnc12	-5.1
COc1ccc(/C=C/C(=O)NCCc2nc3ccccc3[nH]2)cc1	-2.0
COc1cccc(-n2c(=O)[nH]cc(C(=O)Nc3ccc(NC(C)=O)cc3)c2=O)c1	4.0
COCCN(C(=O)COc1ccccc1C#N)c1c(N)n(Cc2ccccc2)c(=O)[nH]c1=O	-2.6
Cc1ccc2[nH]c3c(=O)n(Cc4ccccn4)cnc3c2c1	2.1

Sorted by value in TbREL1 primary (descending): 3 of the compounds above
SMILES	TbREL1 primary
CN(C)CC1CCCCC1OC(=O)c1ccc(S(=O)(=O)N(C)c2ccccc2)cc1 (stereo unspecified)	8.5
Cc1cccc(N2N=C(C(=O)N3CC(=O)Nc4ccccc43)CCC2=O)c1	-0.6
CC(NC(=O)CN(C)CC(=O)Nc1cccc(F)c1)c1ccccc1 (stereo unspecified)	-0.7

New compounds follow.
SMILES	TbREL1 primary
CCN(CC)c1cc2nc(C)n(Cc3ccccc3)c(=O)c2cc1NC(=O)C1CC1	0.0
Cc1ccc(C)c(N2C(=O)CN=C2Nc2ccccc2Cl)c1	4.1
COc1cc(/C=C(/C#N)c2ccc(F)cc2)ccc1Oc1ccc([N+](=O)[O-])cn1	-1.7
Cc1ccc2oc(C(=O)N3CCN(C)C[C@@H]3C(C)C)c(C)c2c1	-1.5
Cc1cccc(C(=O)Nc2nnc(Cc3c[nH]c4ccccc34)s2)c1	-0.9
CCOc1ccc(-n2c(Cc3cc(=O)[nH]c(=O)[nH]3)nnc2SCc2cccnc2)cc1	3.0
CNC(=O)N(O)C1N(NC(=O)Nc2ccccc2)C(=S)SC1(C)C (stereo unspecified)	1.3
CC(=O)N1CCC(N(CCN2CCOCC2)C(=S)Nc2ccc(C)cc2C)CC1	-3.2
COC(=O)[C@]1(CC(C)C)N[C@H](c2ccc(SC3CCCCC3)c(OC)c2)[C@@H]2C(=O)N(C)C(=O)[C@@H]21	4.2
COc1cccc(NC(=O)C/C(C)=N/NC(=O)c2ccccc2Cl)c1	-2.3
Cc1cc(=O)oc2cc(OC(C)C(=O)N3CCOCC3)ccc12 (stereo unspecified)	1.1
O=C(/C=C/c1ccc(OCCCF)cc1)NCc1cccc(Cl)c1	1.1
NC(=O)CN1CCOCCOCCOCCOCCOCC1	1.6
C[C@@H]1COc2cc(N3CCN(Cc4ccccc4F)CC3)ccc2S(=O)(=O)N1	-0.9
CCOc1cc(C2/C(=C(\O)c3cc(C)ccc3C)C(=O)C(=O)N2CCN(C)C)ccc1O (stereo unspecified)	0.0
COC(=O)C1=C(C)C(c2ccc(OC)cc2OC)NC(=O)N1 (stereo unspecified)	-0.6
NS(=O)(=O)c1ccc(NC(=O)COC(=O)Cc2ccc(Cl)cc2)cc1	1.4
CCc1cccc(CC)c1NC(=O)CSc1nnc(C2CC2)n1C	2.4
CCC1CCCCN1C(=O)c1noc(C(C)C)c1[N+](=O)[O-] (stereo unspecified)	-2.2
O=C(N/C=C/c1ccccc1)Nc1ccc(Cl)cc1	6.2
COCC(C)N1CCC(n2nccc2NC(=O)c2ccccc2Cl)CC1 (stereo unspecified)	2.8
Cc1cccc(NC(=O)CSc2nc3nc(C)cc(C)n3n2)c1	-2.1
CCOc1ccc(NC(=O)C2CCCN(S(=O)(=O)c3c(C)nn(C)c3C)C2)cc1 (stereo unspecified)	-2.7
CC(NC(=O)CCNS(=O)(=O)c1ccccc1)c1ccccc1 (stereo unspecified)	4.4
CCOc1ccc(S(=O)(=O)NCCC(=O)OCN2C(=O)c3ccccc3C2=O)cc1	-0.4

Structures listed so far that contain a cyano group (6):
SMILES	TbREL1 primary
CCOC(=O)C1CCN(c2nc3ccccc3nc2C(C#N)C(=O)OC(C)COC)CC1 (stereo unspecified)	-1.8
Cc1ccc(OCCCn2cc(C#N)c3ccccc32)cc1	4.2
COCCN(C(=O)COc1ccccc1C#N)c1c(N)n(Cc2ccccc2)c(=O)[nH]c1=O	-2.6
Cc1ccc(OCC(=O)Nc2oc(-c3ccccc3)c(-c3ccccc3)c2C#N)cc1	-0.9
Cc1ccc(-n2c(N)c(C#N)c(-c3ccccc3)c(C#N)c2=O)cc1	0.1
COc1cc(/C=C(/C#N)c2ccc(F)cc2)ccc1Oc1ccc([N+](=O)[O-])cn1	-1.7

Continued:
SMILES	TbREL1 primary
Cc1ccccc1CS(=O)(=O)Cc1ccc(C(=O)Nc2ccccc2C)o1	-0.9
CCc1nnc(NC(=O)CSc2nnc(-c3cc4ccccc4cc3O)n2CCOC)s1	-2.7
CCN(CC)c1ccc(NC(=O)Nc2cccc(C(C)=O)c2)cc1	-3.2
O=C(NC1CCCCC1)c1ccc(N2CCCC2=O)cc1	-0.9
CC(=O)N1c2c(cc(Br)cc2S(=O)(=O)N2CCN(C(=O)c3ccco3)CC2)CC1C (stereo unspecified)	5.6
COc1cc(CNn2nnnc2N)ccc1OCC(=O)NC(C)(C)C	-2.3
COc1ccccc1NC(=O)OC1CC2CC1[C@H]1CCCCN1[C@H]2C (stereo partly specified)	2.2
COc1ccc(S(=O)(=O)N2CCCCC2)cc1NC(=S)Nc1cccc(Cl)c1C	-0.4
CC1CCC(C(C)C)C(OC(=O)CSc2nnc(N)s2)C1 (stereo unspecified)	-2.6
CCC(=O)N(c1ccc(C(=O)O)cc1)c1nc(-c2ccc(OC)cc2)c(C)s1	-4.2
COc1ccc(CNc2n[nH]c(NCc3ccc(OC)c(OC)c3)n2)cc1OC	-1.6
CC(C)n1cnc2c(Nc3cccc(Cl)c3)nc(NCCCO)nc21	-2.1
NS(=O)(=O)c1ccc(CCNC(=O)CCc2ccccc2)cc1	-0.8
COc1ccc(S(=O)(=O)Cc2ccc(C(=O)NCc3ccc(C)cc3)o2)cc1	0.2
O=C(N/N=C/c1ccccn1)C(O)c1ccccc1 (stereo unspecified)	4.6
O=C(Cn1cc2c(n1)CCCC2)NCc1cccnc1	-0.9
COCCNC(=O)c1ccc2c(c1)ncn2-c1ccc(F)c(F)c1	-1.9
CCOC(=O)N1CCN(c2nc(C)c3c(n2)CC(C)CC3=O)CC1 (stereo unspecified)	-1.8
COc1ccc(C(=O)NC(=S)N2CCC(C)CC2)cc1Br	-5.9
COc1ccc(C(=O)c2ccccc2Cl)cc1	5.2
